Y pestis TopoI – Yersinia pestis topoisomerase I inhibitors, primary screen, biochemical, cleavage product accumulation, plate reader, single point; activity, % at 10 µM; Y. pestis Topo-I cleavage product accumulation; DNA topoisomerase I (Yersinia pestis CO92); AID 504884, 2011; 360,000 compounds, 0.064% hits; in the data active means activity above about 50%, passing the limit was not always enough; inconclusive means no clear call, values can overlap the other calls; further: inactives centre near 2
BH1578 lux ind – inducers of Vibrio cholerae quorum light production without autoinducers, primary screen, BH1578 luxS cqsA deficient, single point; 350,000 compounds, 0.16% hits; V. cholerae BH1578 lux reporter, luminescence, 6 h; activation, % at 18.7 µM; AID 588436, 2011; in the data active means activation mostly above about 9.7%, no sharp cut-off; inconclusive means no clear call, values can overlap the other calls; inactive means mostly below about 3.7%; further: not every result past the cut was called active; inactives centre near 0; reference of the scale not given here
Anthrax LF prot – Bacillus anthracis LF protease inhibitors, primary screen, biochemical, multiplex microsphere, MLPCN library. 360,000 compounds, 0.12% hits. multiplex microsphere protease cleavage assay. Lethal factor (Bacillus anthracis), P15917. inhibition, % at 10 µM; further: plate controls were buffer without enzyme for full effect and enzyme alone for no effect
3CLpro inhibitor – SARS-CoV 3CLpro protease inhibitors, primary screen, biochemical, quenched FRET; 290,000 compounds, 0.14% hits; Replicase polyprotein 1ab (Severe acute respiratory syndrome coronavirus), P0C6X7; recombinant SARS-CoV 3CLpro, quenched FRET peptide cleavage; inhibition, % at 6 µM; in the data active means inhibition above about 12%
SSB-PriA inh – inhibitors of Klebsiella pneumoniae PriA binding to SSB C-terminal tail, primary screen, biochemical, AlphaScreen; AlphaScreen SSBct-PriA binding, biotinylated peptide; inhibition, % at 33 µM; AID 1272365, 2023; PriA–SSB C-terminal tail interaction (Klebsiella pneumoniae); 430,000 compounds, 0.6% hits; in the data active means inhibition mostly above about 37%, no sharp cut-off; inactive means mostly below about 20%;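 further: plate controls were negative control peptide for no effect and reference peptide for full effect; strong numbers were not always called active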
PfHsp40 rescue – rescue of yeast from PfHsp40 toxicity, primary screen, S. cerevisiae, ATP luminescence. growth rescue, % at 12.5 µM. 340,000 compounds, 0.68% hits. AID 504582, 2011. S. cerevisiae expressing PfHsp40, growth rescue; in the data active means growth rescue above about 28%, passing the limit was not always enough; inconclusive means no clear call, values can overlap the other calls;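 further: yeast W303a lacking pdr1 and pdr3 grown in galactose medium; growth measured after three days at 30 °C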
BoNT A protease – BoNT/A light chain protease inhibitors, primary screen, biochemical, flow cytometry, MLPCN library; 360,000 compounds, 0.17% hits; multiplex microsphere protease substrate cleavage; inhibition, % at 10 µM; AID 588499, 2011; Botulinum neurotoxin type A light chain protease (Clostridium botulinum A str. ATCC 3502); further: plate controls were buffer without enzyme for full effect and enzyme alone for no effect
TcdB inh – TcdB glycohydrolase inhibitors, primary screen, biochemical, single point, plate reader; AID 652162, 2013; 350,000 compounds, 0.24% hits; Toxin B (Clostridioides difficile), P18177; TcdB glycohydrolase enzymatic assay; inhibition, % at 9.99 µM; in the data active means inhibition above about 10%
PrPC surface inh – inhibitors of human cell surface prion protein PrPC, primary screen, cell-based, TR-FRET; Major prion protein (Homo sapiens), P04156; TR-FRET read-out; inhibition, % at 13.8 µM; 370,000 compounds, 0.43% hits; in the data active means inhibition above about 24%; further: 0% = median of the test wells and 100% = reference compound wells
The depositor's hits bear a star; i = inactive; ? = inconclusive; . = not tested or not shown; & = joins results of further samples. Unless noted, no stated cut-off is given here; in the data, active means inhibition above about 30%; inconclusive means no clear call, values can overlap the other calls; inactive means below that. Not all compounds are listed, so the mix of outcomes need not match the whole.

SMILES	Y pestis TopoI	BH1578 lux ind	Anthrax LF prot	3CLpro inhibitor	SSB-PriA inh	PfHsp40 rescue	BoNT A protease	TcdB inh	PrPC surface inh
CSCC[C@H](NC(=O)C1CCN(C(=O)[C@H](Cc2ccccc2)NS(=O)(=O)c2ccc(C)cc2)CC1)C(=O)O	-2	0.9	5	-4	-6	-2.6	-3.9	0.1	-10
CC(C)c1ccc(C2(C)NC(=O)N(CC(=O)N3CCN(C(=O)c4cccs4)CC3)C2=O)cc1 (stereo not given)	23	i	1	.	4	-0.6	-3.8	0.9	3
C(=N\Nc1nc2ccccc2[nH]1)/c1ccc2c(c1)OCO2	-6	-1.9	-6	-7	.	-0.5	-2.8	1.4	-4
CCn1c2ccccc2c2cc(NC(=O)CN(C)CC(=O)Nc3ccc(N4CCOCC4)cc3)ccc21	18	-0.3	-8	2	4	0.3	-0.8	2.7	0
Cn1c(=O)c2c(nc(N/N=C/c3cccs3)n2C)n(C)c1=O	1	-0.6	20	0	i	-0.5	-1.9	-3.1	-14
Cc1csc(SCC(=O)c2ccc(S(=O)(=O)N3CCOCC3)cc2)n1	49	i	-2	2	-2	-0.3	-0.3	.	6
CC1(C)O[C@@H](CC(=O)O)[C@]23CO[C@H](C(=O)[C@]4(C)C2CC[C@@]2(C)[C@H](c5ccoc5)OC(=O)C5O[C@]524)[C@@H]13 (stereo not given in full)	-3	-0.5	3	.	-6	-0.7	0.1	-8.2	3
O=C(O)CCC(=O)NC1CCCCCCC1	3	i	-4	4	-16	0.2	0.7	.	-3
Cc1cc(-c2n[nH]c(=S)n2/N=C/C(Br)=C/c2ccccc2)n[nH]1	0	-0.3	-3	-1	.	-0.4	-0.2	.	1
CCOCC(=O)Nc1cc(C(=O)Nc2ccccc2)ccc1Cl	-1	-1.9	-4	0	-9	-0.2	0.8	.	0
Cc1ccc(C(=O)NCCC2=CCCCC2)cc1S(=O)(=O)N1CCOCC1	7	-0.3	.	.	-10	-0.1	.	-0.8	10
COc1cccc(C2N(c3ccc(Cl)cc3)C(=O)C3CCCN32)c1 (stereo not given)	16	0.0	-1	-5	-13	-2.1	-0.2	0.8	5
O=C(NCc1ccccn1)c1cccc(NS(=O)(=O)c2ccccc2)c1	1	i	.	.	1	-1.9	.	2.1	-5
Cc1cccc(C)c1C(O)c1ncc(-c2cccc(C(F)(F)F)c2)[nH]1 (stereo not given)	-4	i	1	.	.	.	0.0	2.9	6
COC(=O)COc1cccc(NC(=O)C(c2ccccc2)c2ccccc2)c1	5	0.9	-9	0	-20	0.4	-0.2	1.4	6
O=C(Nc1ccccc1)Nc1ccccc1C(=O)NCc1ccco1	9	-2.0	-7	3	5	-1.4	-2.2	.	9
CCCOc1ccc(N2C(=O)CC(SC(=NCC)NCC)C2=O)cc1 (stereo not given)	-2	-0.3	0	-5	8	0.0	-0.9	.	0
CC(=O)NCCNC(=O)c1oc2ccccc2c1CSc1ncn[nH]1	1	-0.2	0	0	2	-0.8	-0.7	1.2	2
CCOC(=O)COc1cc(=O)n(CC)c2ccccc12	5	i	0	4	-1	1.1	0.0	.	1
Oc1c(Cl)cccc1C=Nc1cc(C(F)(F)F)ccc1N1CCCC1	2	.	4	-4	-15	1.3	1.6	.	-5
CCOC(=O)CSc1nnc(CNC(=O)c2ccc(OC)cc2)n1Cc1ccccc1	5	0.3	-3	-3	3	-1.4	1.6	.	5
CN1CCN(c2ccc(NC(=O)COc3ccc4ccccc4c3)cc2)CC1	-1	-0.3	-4	-2	2	-0.8	1.7	2.5	4
C=COCCn1c(=N)n(CCC)c2ccccc21	3	-0.4	-2	-2	-14	-0.1	0.1	.	-11
CCOC(=O)Cc1nnc(NC(=O)CSc2ccccc2)s1	-6	i	-4	3	1	2.3	0.0	.	-2
F[B-](F)(F)COCc1ccccc1Br	1	2.0	-2	.	-8	0.2	-0.1	2.3	10
O=C(COc1ccc(Cl)cc1Cl)N/N=C/c1ccc[nH]1	4	-0.7	-2	5	.	0.9	-0.8	-0.3	4
O=C(CCNS(=O)(=O)c1ccccc1Cl)N1CCN(c2ccccn2)CC1	-7	-2.8	7	.	-16	0.2	0.5	-5.4	2
CN1C(=S)SC(/[N+]([O-])=C\c2ccccc2)C1(C)C (stereo not given)	2	-0.3	-5	3	-8	-0.2	-0.4	.	-2
CCC1(c2ccc(F)cc2)NC(=O)N(CC(=O)NC2CCCCCC2)C1=O (stereo not given)	2	-1.2	5	.	-5	-0.9	0.6	0.6	6
CCCOc1ccc(N2C(=O)CC(N(C(=O)c3ccco3)c3ccc(OCCC)cc3)C2=O)cc1 (stereo not given)	1	-0.2	-2	-1	2&-16	-1.2	?	.	-2

Part of the list above, as comma-separated lines:
mol,Y pestis TopoI,BH1578 lux ind,Anthrax LF prot,3CLpro inhibitor,SSB-PriA inh,PfHsp40 rescue,BoNT A protease,TcdB inh,PrPC surface inh
Cc1cc(-c2n[nH]c(=S)n2/N=C/C(Br)=C/c2ccccc2)n[nH]1,0,-0.3,-3,-1,.,-0.4,-0.2,.,1
CC1(C)O[C@@H](CC(=O)O)[C@]23CO[C@H](C(=O)[C@]4(C)C2CC[C@@]2(C)[C@H](c5ccoc5)OC(=O)C5O[C@]524)[C@@H]13 (stereo not given in full),-3,-0.5,3,.,-6,-0.7,0.1,-8.2,3

Remaining list, next part:
SMILES	Y pestis TopoI	BH1578 lux ind	Anthrax LF prot	3CLpro inhibitor	SSB-PriA inh	PfHsp40 rescue	BoNT A protease	TcdB inh	PrPC surface inh
CCc1ccccc1Nc1nn2c(=O)c3ccc(C(=O)NCc4ccccn4)cc3nc2s1	14	i	2	0	-8	0.0	-1.0	-0.4	38*
CCCCCCN1CCN(C2CN(Cc3ccccc3)S(=O)(=O)C2)CC1 (stereo not given)	.	.	-2	.	.	.	-0.2	0.7	-10
c1csc(CNc2nc(-c3cccs3)nc3ccccc23)c1	-10	i	-2	-3	-10	4.5	0.7	0.9	11
Cc1cc(C(=O)O)c(CSCc2cc(C(=O)O)oc2C)o1	5	-0.6	0	0	-7	1.5	1.0	0.6	1
Cc1ccc(S(=O)(=O)c2nc(-c3ccc(F)cc3)oc2SCC(=O)NCC2CCCO2)cc1 (stereo not given)	7	-0.4	5	2	3	-0.1	2.3	.	-9
Cc1cc(C)c2c(=O)cc(C(F)F)oc2c1	0	i	-2	-2	-13	-0.4	-0.5	.	-2
COc1cc2c(cc1OC)CN(c1nc(CN3CCCCC3)nc3sc4c(c13)CCCC4)CC2	28	i	-2	-1	12	-1.2	1.4	.	4
COc1ccc(CC(=O)Nc2sccc2C#N)cc1S(=O)(=O)N1CCOCC1	-3	-0.6	-2	.	0	-0.8	2.4	-0.4	2
CCN1CCCC1CNC(=O)c1ccc(Sc2ccc(F)cc2)c([N+](=O)[O-])c1 (stereo not given)	-15	i	-2	2	7	0.0	-0.7	1.3	-13
NC(N)=NN=Cc1ccnc2ccccc12	.	.	-8	.	.	.	-1.5	-0.4	-18
Oc1cc(CNC2CCCCC2)c(O)cc1CNC1CCCCC1	-3	-3.2	-17	.	9	-0.2	0.5	0.4	-1
COc1cc(C2NC(=S)NC(C)=C2C(=O)OC(C)C)ccc1OC(C)C (stereo not given)	-2	-0.3	-8	-1	-2	-0.6	-2.9	.	-2
CCCCn1c(N)c(N(CCOC)C(=O)C2CCN(S(=O)(=O)c3ccc(F)cc3)CC2)c(=O)[nH]c1=O	4	-1.1	0	.	-3	-0.2	-3.3	2.3	2
O=C(Cc1ccccc1)NNC1CC(=O)N(c2ccc(Oc3ccccc3)cc2)C1=O (stereo not given)	10	-0.5	1	-2	-9	-0.3	0.3	0.6	-5
Cc1ccc(NC(=S)N2CCCC(c3ccccc3)=N2)cc1	-1	i	-10	2	-4	7.1	?	1.0	6
CCCCC(CCC(=O)Nc1ccn(-c2ccccc2)n1)C(=O)O (stereo not given)	-9	-0.4	-11	-5	-4	-1.3	-0.5	-0.2	5
COc1ccc(C2NC(c3ccc(OC)cc3)C(C)C(=O)C2C)cc1 (stereo not given)	6	i	-7	1	-17	-1.6	-6.8	1.0	-1
COc1ccc(CNC(=O)Cn2c(=O)oc3ccccc32)cc1OC	-1	i	-2	4	0	-1.0	-0.6	.	2
Cc1cccc(C(=O)N2c3ccccc3C(=O)OC2c2ccc3c(c2)OCO3)c1 (stereo not given)	29	32*	-5	3	-8	-0.1	-0.4	.	6
Cc1cccc(N(CC(=O)N2CCN(C)CC2)S(=O)(=O)c2ccccc2)c1	2	0.7	3	-6	-11	2.3	0.4	0.1	-1
C/C(CC(=O)Nc1ccccn1)=N\NC(=O)c1cnccn1	-2	i	-8	-1	.	1.4	-1.1	-1.3	-3
COc1cccc(/C=N/c2nc3ccccc3[nH]2)c1O	-1	i	.	2	.	-0.1	.	-1.1	1
CCOc1ccc(NC(=S)NC(=O)C2CCCC2)cc1	19	i	-1	3	-19	1.7	0.7	0.1	5
COc1cc(Br)c(-c2sc(Nc3ccccc3)n[n+]2-c2ccc(F)cc2)cc1OC	4	1.2	-7	-8	-7	-0.7	-0.1	0.1	1
COc1cc([N+](=O)[O-])ccc1Nc1nc(C)cc(C)n1	-5	i	6	2	4	-2.0	1.4	0.0	-2
CC1CCN(CCCNC(=O)c2ccc(CS(=O)(=O)Cc3ccc(Cl)cc3)o2)CC1	0	-0.3	-4	1	-13	-1.5	-1.2	0.5	-4
CCOC(=O)COc1ccc(S(=O)(=O)N2CCN(c3ccc(F)cc3)CC2)cc1	16	-0.4	-4	2	-9	0.6	-0.6	.	9
CCc1nc2ccccc2c(C(=O)OCC(=O)NCCCN2CCCC2=O)c1C	-3	i	1	-3	-25	0.1	1.0	-2.5	2
Cc1ccc(CSc2nc3c(c(=O)[nH]2)C(c2ccncc2)C2=C(CCCC2=O)N3)cc1 (stereo not given)	0	i	-5	-4	1	-0.1	?	.	-5
CN(C)C(=S)SCC(=O)Nc1cccc(C(F)(F)F)c1	-1	-0.4	6	1	-19	0.2	0.9	2.9	5
O=C(NCC(c1ccc(F)cc1)N1CCOCC1)c1ccc(OCc2ccccc2)cc1 (stereo not given)	-7	i	-4	.	-1	0.4	0.1	0.1	8
Cc1cc(C)c(S(=O)(=O)c2ccccc2)c(OC(=O)c2ccc(Cl)cc2Cl)n1	-5	-0.3	-1	-2	3	5.0	0.1	.	.
Cc1nc(-c2ccccc2)sc1C(=O)/C=C/N(C)C	-8	-0.6	6	2	5	-0.3	0.4	1.2	4
O=C(COc1ccc(Cl)cc1Cl)N/N=C/c1ccccn1	13	i	-3	-4	.	0.1	0.2	1.8	1
Cc1cccc(C(=O)NCC(c2cccs2)N2CCOCC2)c1 (stereo not given)	-3	14	0	.	-1	1.0	1.2	3.2	4
Cc1cccc(C(=O)OCC(=O)N2CC(C)OC(C)C2)c1C (stereo not given)	-2	i	-8	-1	0	-0.3	-0.4	0.9	-1
CCCc1[nH]nc2c1C(c1c(C)nn(-c3ccccc3)c1Cl)C(C#N)=C(N)O2 (stereo not given)	1	i	2	-5	2	-0.5	0.8	.	3
Cc1ccc(S(=O)(=O)Nc2nnc(CC(C)(C)C)s2)cc1	3	i	12	-3	-9	-0.1	-6.0	1.1	-3
C#CCOC(=O)C[N+](C)(C)CC=C	10	-0.6	14	3	1	-1.6	-0.6	0.2	3
Cc1ccc(S(=O)(=O)N(C)C[C@@H]2OCc3cnnn3CCCC(=O)N([C@H](C)CO)C[C@H]2C)cc1	2	i	0	.	.	.	0.1	0.8&-0.7&0.7	-5

Screening data (PubChem)
